Source: PubChem (NCI)
All columns: NCI-60 one-dose screen, growth in % after 48 h at 10 µM unless noted; 100 = growth as untreated, 0 = no growth, -100 = all killed.
HL-60(TB) = HL-60(TB) leukemia cells. 78,000 tested, 9% active; active = growth percent below 10
* = called active by the depositor; & = joins results of further samples; [ ] = another dose, or the depositor's remark. Not all compounds are listed, so the mix of outcomes need not match the whole.

SMILES,HL-60(TB)
C[C@]12CCC(O)CC1=CCC1C2CC[C@]2(C)C(=O)/C(=C/c3cnc[nH]3)CC12 (some centres not stated),96
Cc1cc(O)c([N+](=O)[O-])cc1Cl,104
O=C1CC2(CCOCC2)Oc2ccccc21,98
Cc1ccc(S(=O)(=O)CC(=O)O)cc1,114
CC(O)C(N)=O (configuration not stated),117
CCOC(=O)c1ccccc1OCc1ccccc1,104
O=[N+]([O-])c1ccc(C(=Nc2ccccc2)N2CC2)cc1,81&59
ClCCn1c(CCl)nc2ccc(Cl)cc21,-69*
COc1ccc(/C=C2\C(=O)Nc3ccc(Cl)cc32)cc1OCc1ccccn1,65
COc1cccc(-c2nc3sccn3c2-c2ccnc(NCCCNS(=O)(=O)c3ccc(F)cc3)c2)c1,-13*
CC(=O)c1c(C)n2c(=O)cc(C)c3c(O)c(O)cc1c32,96
CCC(Br)(CC)C(=O)c1ccc(OCC(=O)O)c(Cl)c1Cl,111
O=C(N/N=C/c1ccccc1O)c1ccncc1,30
COc1ccc2[nH]cc(-c3noc(C(=O)c4cn(C)c5ccc(F)cc45)n3)c2c1,82
CCOC(=O)C1=C(C)NC(SCc2cc(=O)oc3ccc4ccccc4c23)=N[C@@H]1c1cccc2ccccc12,71
Cc1cccc(NC(=O)CSc2nc3ccc(F)cc3c(=O)n2-c2ccc(Cl)cc2)c1C,96
CC(SC(C)C(=O)N/N=C/c1cccc(F)c1)C(=O)N/N=C\c1cccc(F)c1 (configuration not stated),101
COC(=O)CC(O)CC(=O)OC,106
O=C(C1CC1)N1CCN(Cn2sc3ccccc3c2=O)CC1,81
CC1(C)COC(=S)N1CCC#N,86
CN(C)c1ccc(/C=C2/SC(=O)N(c3nc(N4CCCC4)nc(N4CCCC4)n3)C2=O)cc1,89
C=CCNC(=S)NNC(=O)c1cc2ccc1CCc1ccc(cc1)CC2,106
NC(=S)N=Nc1c(O)[nH]c(=O)[nH]c1=O,66
CCCCCCCCCCOC(c1ccccc1)c1ccccc1,81
O=C(CSc1ccc(Cl)cc1)Nc1ccc(-c2nc3ccccc3s2)cc1,83
CC(C)c1ccc(/C=C/C(=O)Nc2ncc(Cc3ccc(Cl)cc3Cl)s2)cc1,94
S=P1(c2ccccc2)Nc2ccccc2S1 (configuration not stated),85
COc1ccc(C(=O)n2cc(C=O)c3ccccc32)cc1,94
O=C1NN(C(=O)c2ccccc2)C(c2ccc(Cl)c(Cl)c2)=C/C1=C\c1ccccc1,81[7.5 µM]
CCOC(=O)C1=NN(c2ccccc2)C(=O)C1,104&74

Entries from the list above that contain a COOH group, in the order listed:
SMILES,HL-60(TB)
Cc1ccc(S(=O)(=O)CC(=O)O)cc1,114
CCC(Br)(CC)C(=O)c1ccc(OCC(=O)O)c(Cl)c1Cl,111

Taken from the results shown, 6 compounds:
SMILES,HL-60(TB)
Cc1cccc(NC(=O)CSc2nc3ccc(F)cc3c(=O)n2-c2ccc(Cl)cc2)c1C,96
CC(SC(C)C(=O)N/N=C/c1cccc(F)c1)C(=O)N/N=C\c1cccc(F)c1 (configuration not stated),101
COC(=O)CC(O)CC(=O)OC,106
O=C(C1CC1)N1CCN(Cn2sc3ccccc3c2=O)CC1,81
CC1(C)COC(=S)N1CCC#N,86
CN(C)c1ccc(/C=C2/SC(=O)N(c3nc(N4CCCC4)nc(N4CCCC4)n3)C2=O)cc1,89

Going on with the list:
SMILES,HL-60(TB)
CC1(C)[C@@H](O)CC[C@]2(C)[C@H]3CC[C@@H]4[C@H]5[C@H](c6cn(-c7ccccc7)nn6)CC[C@]5(CO)CC[C@@]4(C)[C@]3(C)CC[C@@H]12,75
Cc1ccc2cccc(N)c2n1,94
CN[C@@H](CCCNC(N)=NC/C=C(/C)CCC=C(C)C)C(=O)N(C)[C@@H](CCCNC(N)=NCC=C(C)C)C(=O)N[C@H](C)[C@H](OS(=O)(=O)O)c1ccc(OS(=O)(=O)O)c(COS(=O)(=O)O)c1,84
O=C1OCC/C1=C\c1ccc(O)cc1,106
c1ccc(-c2ccc(C3CCCN3)cc2)cc1 (configuration not stated),64
COC(=O)[C@]12CC[C@@H](C)[C@H](C)[C@@H]1C1=CC[C@@H]3[C@@]4(C)CC(=O)[C@H](O)[C@@](C)(CO)[C@@H]4C(=O)C[C@@]3(C)[C@]1(C)CC2,-33*
O=C(O)C(c1ccccc1)C1(O)CCCCC1 (configuration not stated),105
CCC(C)C1OC1(C)C1(O)C(/C=C/C=C/C=C/C(=O)O)C2CC=C(C)CC2C2OC21C (configuration not stated),98
O=C(NC1C(O)OC(CO)C(O)C1O)NS(=O)(=O)c1ccc(Cl)cc1 (configuration not stated),93
COC(=O)[C@@H](C)C[C@H](Cc1ccc(F)cc1)NC(=O)c1csc([C@@H](C[C@H](C(C)C)N(C)C(=O)[C@@H](NC(=O)[C@H]2CCCCN2C)C2CC2)OC(C)=O)n1,-35*
COc1ccc(C2CC(n3nnnc3-c3ccccc3)=NN2)cc1Br (configuration not stated),102
O=[N+]([O-])c1ccc(-c2nn(-c3ccccc3)cc2C2CC(c3ccc(F)cc3)=NN2)cc1 (configuration not stated),113
COc1ccc(CSc2nnc(-c3ccc4c(c3)nc(-c3ccccc3)n4C3CCCCC3)o2)cc1,55
CCC(C)CC(C)C(=O)c1c(O)ccn(O)c1=O (configuration not stated),-0.4*
COc1ccc(C2CC(c3cccc(OCCCCOc4cccc(C5=NN(C(C)=O)C(c6ccc(OC)cc6)C5)c4)c3)=NN2C(C)=O)cc1 (configuration not stated),46
O=C(/C=C/c1cn(-c2ccccc2)nc1-c1ccc(OCc2ccccc2)cc1)c1ccc(Cl)cc1,93
COc1nc2ccccc2cc1/C=N/O,91
Nc1ccc(S(=O)(=O)c2ccc(NCNC(CSSCC(NCNc3ccc(S(=O)(=O)c4ccc(N)cc4)cc3)C(=O)O)C(=O)O)cc2)cc1 (configuration not stated),108
O=c1nc(N2CCOCC2)oc2c(-c3cccs3)cccc12,96
O=C1C=CC(=Nc2cc(Br)c(O)c(Br)c2)C=C1,30
COC(=O)c1c2c(c(C)[n+]([O-])c1C)C(=O)C(NCc1cccc(Cl)c1)=CC2=O,-56*
C=CCC(=O)N[C@H](Cc1ccc(-c2cc(Cl)cc(Cl)c2)cc1)[C@H](O)[C@@H](O)C(=O)OCC,97
CNC(=O)c1cccc(NC(=O)c2ccc3c(c2)nnn3/C(C#N)=C/c2ccccn2)c1,-15*
COc1ccc(-c2nc3ncccn3c2-c2nc3ccc(C)cc3[nH]2)cc1,94
c1ccc(-c2nnc3ccccc3n2)cc1,103
CCCCCCCCCCCCCCCCNCCC[C@@H](C)[C@H]1CC[C@H]2[C@@H]3[C@H](OCCCN)C[C@@H]4C[C@H](OCCCN)CC[C@]4(C)[C@H]3C[C@H](OCCCN)[C@]12C,4.5*
CCOC(=O)CCN1C(=O)CCC1C(=O)OCC (configuration not stated),86
c1ccc(COC(Cc2ccccc2)OCc2ccccc2)cc1,101
O=[N+]([O-])c1ccc(-c2cn3nc(-c4c[nH]c5ccc(Br)cc45)sc3n2)cc1,104
CC1=NN(c2cccc(Cl)c2)C(=O)/C1=C\c1cccn1S(=O)(=O)c1ccc(C)cc1,89
CC[C@H](C)[C@H](NC(=O)[C@H]1CCCCN1C)C(=O)N(C)[C@H](C[C@@H](OC(C)=O)c1cccc(C(=O)N[C@@H](Cc2ccccc2)C[C@H](C)C(=O)O)n1)C(C)C,-40*
CCOC(=O)Cc1csc(Nc2ccc(C(=O)O)cc2)n1,98
O=C(O)c1cn(C2CC2)c2cc(N3CCN(Cc4nc5c(cnn5-c5ccccc5)c(=O)[nH]4)CC3)c(F)cc2c1=O,97
CC1(C)CC[C@]2(C(=O)N3CCOCC3)CC[C@]3(C)C(=CC[C@@H]4[C@@]5(C)Cc6c([nH]c7ccccc67)C(C)(C)[C@@H]5CC[C@]43C)[C@@H]2C1,93
Nc1ccc(N=Nc2c(S(=O)(=O)O)cc3cc(S(=O)(=O)O)cc(O)c3c2O)cc1,113
C=CCOC1=C2CC[C@H](O)[C@@]2(C)CCC1=O,109
Cc1nc2ccccc2c(=O)n1-c1ccc([N+](=O)[O-])cc1,101
Cc1ccc(CCN)cc1C,100
CCCOC(=O)Nc1ccc([As](=O)(O)O)cc1NC(=O)OCCC,84
C#C[C@]1(O)CC[C@H]2[C@@H]3CC=C4c5sc(Nc6ccc(C(=O)O)cc6)nc5CC[C@]4(C)[C@H]3CC[C@@]21C,97
O=C1Nc2ccc(F)cc2/C1=C/C(=O)c1cc2ccccc2oc1=O,86
COc1cc(Cn2cc(C#N)c(N)c2C(=O)c2ccc(Cl)cc2Cl)cc(OC)c1OC,104
C/C1=C\[C@H](C)CC[C@H](C(Cl)(Cl)Cl)OC(=O)C[C@@H]([C@@H]2C[C@H]2Cl)OC(=O)/C=C/[C@@H]2[C@@H]1CC=C1C(=O)NC[C@@]12C,93
Cc1cc(N=Nc2ccc(C)c(N=Nc3cc(C)c(N)cc3N)c2)c(N)cc1N,82&100
S=C(NCNC(=S)c1ccncc1)c1ccncc1,105
O=[N+]([O-])c1ncc[nH]1,99
CCCc1cc(=O)[nH]c(-n2nc(N)cc2N)n1,90
CCN(CC)S(=O)(=O)c1ccc(-c2nc(C(Cl)Cl)nc3cc(C)nn23)cc1,-9.2*
O=[N+]([O-])c1ccc(N/N=C\c2ccc(O)c(S(=O)(=O)O)c2)nc1,96
N#Cc1c(-c2ccccc2)c(C#N)c2c(C#N)c(N)nn2c1N,-17*
NNC(=O)c1ccc(Sc2ccc([N+](=O)[O-])cc2)cc1,100
O=C(COc1ccc(/C=C2/SC(=O)NC2=O)cc1)Nc1cccc(C(F)(F)F)c1,10
CCn1c(Cc2ccccc2Nc2c(Cl)cccc2Cl)nnc1SCC(=O)NN1C(=O)/C(=C/c2ccc(OC)cc2)SC1=S,89
COc1ccc(-c2nc3sc(C)nn3c2/C=C2/C(=O)Nc3ccccc32)cc1,74
Cc1ccc(Sc2oc(-c3ccc(C)cc3)nc2[P+](c2ccccc2)(c2ccccc2)c2ccccc2)cc1,-45*
CC(C)c1ccc2c(c1)CC[C@H]1[C@](C)(C(=O)OCC#CCN3CCOCC3)CCC[C@]21C,82
CCN(C(=S)Nc1cccc(C(F)(F)F)c1)c1ccccc1,87
Cc1nc2sc(C(=O)Nc3ccc(S(N)(=O)=O)cc3)c(N)c2c(C)c1Br,73
COc1ccc(Cc2cc(-c3ccccc3)nn(C/C(=N\O)c3ccccc3)c2=O)cc1,63
O=C(Nc1ccccc1)Nc1ncnc2c1ncn2-c1ccccc1Cl,106

(list continues)
SMILES,HL-60(TB)
O=c1[nH]c(CNc2ccc(NCc3c(-c4ccccc4)no[n+]3[O-])cc2)nc2c1cnn2-c1ccccc1,63
O=C(O)c1cc(O)c(O)c(OC(=O)c2cc(O)c(O)c(O)c2)c1,92
O=C(O)c1cn(C2CC2)c2cc(N3CCN(C(=O)Nc4nc(-c5ccc(Br)cc5)cs4)CC3)c(F)cc2c1=O,-2.6*
CCC(=O)N1CCN(C(=O)CC)CC1,106
CC(=O)OCCN1CCN(CCCN2c3ccccc3Sc3ccc(C(F)(F)F)cc32)CC1,65
COC(=O)N[C@H]1CCc2cc(OC)c(OC)c(OC)c2-c2ccc(SC)c(=O)cc21,-45*
CCN1C(=S)N(CC)C2C1NC(=O)N2/N=C/C=C/c1ccccc1 (configuration not stated),81
Cc1ccc(Nc2nnc(-c3ccc(Cl)cc3)o2)c(C)c1,84
CC(=O)c1ccc(N=Nc2c(N)nc(N)[nH]c2=O)cc1,109
CCCCCCCOc1cccc(/C=C2\N=C3SCCCN3C2=O)c1,65
CCOC(=O)CCCCN1C(=O)S/C(=C\c2ccc(F)cc2)C1=O,105
Cc1cc(C)nc(NS(=O)(=O)c2ccc(NC3Nc4nc5ccccc5nc4S3)cc2)n1 (configuration not stated),100
CN(C)C(=O)OC/C=C/c1ccccc1,100
O=[N+]([O-])c1cccc(-c2nc(N3CCOCC3)c3c4c(sc3n2)CCCC4)c1,85
O=C1NC(=O)/C(=C\c2cccc(Br)c2)N1,98
O=C(c1nn(-c2ccc(Cl)cc2)cc1O)n1nc(C(F)(F)F)cc1-c1ccccc1,-15*
O=[N+]([O-])c1ccccc1S(=O)NCc1c(Cl)cccc1Cl (configuration not stated),111[100 µM]
c1ccc(-c2csc(Nc3cccc(Nc4nc(-c5ccccc5)cs4)c3)n2)cc1,66
Clc1ccc(/C=N/Nc2ncc(-c3cc4cc5c(cc4o3)OCO5)s2)c(Cl)c1,109
CC(C)OC(=O)c1ccc2n1CCCc1cnc(NC3CCCC3)nc1-2,85
CC(=O)OC[C@]12CC[C@@H](C)[C@H](C)[C@H]1[C@]13O[C@H](/C1=N\O)[C@@H]1[C@@]4(C)CCCNC(C)(C)[C@@H]4CC[C@@]1(C)[C@]3(C)CC2,61
CC(=O)Nc1nc(-c2ccc(NS(=O)(=O)c3cccc4c(N(C)C)cccc34)cc2)cs1,81
OCC(O)C(O)C(O)c1cnn(-c2ccccc2)n1 (configuration not stated),101&96
Oc1c(Cl)cc(Cl)c2ccc(CN3CCNCC3)nc12,44
CCCCC(=O)c1ccc(F)cc1,97
COc1cc(C2CC(c3cccc(Nc4ccnc5cc(Cl)ccc45)c3)=NN2C=O)cc(OC)c1OC (configuration not stated),-7.9*
N#Cc1nnc2cc(-c3ccccc3)nn2c1C1CC1,86
CNC(=O)OC/C=C/c1ccccc1,99
O=C(O)c1ccc(N2C(=O)C=CC2=O)cc1O,107
CC(C)[N+](C)(C)CCC(C(N)=O)(c1ccccc1)c1ccccc1,102
O=C(Nc1ccc(F)cc1)C(Sc1nc2ccccc2c(=O)[nH]1)c1ccccc1 (configuration not stated),104
COc1ccc(CCNC2=CNCC2)cc1OC,101
